TbPYK inhibitor: blocks Trypanosoma brucei pyruvate kinase. Q57TT1. TbPYK enzyme, Kinase-Glo Plus ATP luminescence, 45 min. Potency, µM (series often up to 76.8 µM), without a hit: top-dose activity, negative = inhibition, hits mostly inhibitors. hit rate 0.12% among 410,000. AID 624173; also: potency is read from the fitted curve at half-maximal effect; nearly all actives have a fitted effect of over 50% in size
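Glycolytic pyruvate kinase of T. brucei was incubated with substrate, test compound and 130 uM ADP for 45 minutes at room temperature. Luminescent Kinase-Glo Plus signal was measured after 10 minutes.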
HCMV inh: blocks human cytomegalovirus replication; hit rate 4.5% among 410,000; AID 1259415; HFF cells, HCMV-luciferase reporter, 72 h; stronger effect = lower value; activity change, negative = inhibition, % at 57.5 µM; in the data active = activity change below about -60%; inconclusive = no clear call, values can overlap the other calls; inactive = above about -39%
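Inhibition of viral replication was scored as loss of reporter luminescence in HFFs infected with HCMV-luciferase (MOI 1 PFU/cell) for 72 h; compounds tested at 2 doses, normalized to buffer and Salinomycin controls.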
AmpC inh no detg: inhibitors of E. coli AmpC beta-lactamase without detergent; AmpC nitrocefin hydrolysis, absorbance 480 nm, 0.0001% Triton; hit rate 0.52% among 330,000; P00811; AID 485341; Potency, µM (series often up to 57.1 µM), for inactives: at the top dose activity change, negative = inhibition, most hits filed as inhibitors;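 also: potency is read from the fitted curve at half-maximal effect; plate controls were no compound for no effect and no enzyme for full effect; nearly all actives have a fitted effect of over 20% in size; some results filed as inactive show a strong effect at the top dose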
Target sequence (P00811 whole entry, looked up): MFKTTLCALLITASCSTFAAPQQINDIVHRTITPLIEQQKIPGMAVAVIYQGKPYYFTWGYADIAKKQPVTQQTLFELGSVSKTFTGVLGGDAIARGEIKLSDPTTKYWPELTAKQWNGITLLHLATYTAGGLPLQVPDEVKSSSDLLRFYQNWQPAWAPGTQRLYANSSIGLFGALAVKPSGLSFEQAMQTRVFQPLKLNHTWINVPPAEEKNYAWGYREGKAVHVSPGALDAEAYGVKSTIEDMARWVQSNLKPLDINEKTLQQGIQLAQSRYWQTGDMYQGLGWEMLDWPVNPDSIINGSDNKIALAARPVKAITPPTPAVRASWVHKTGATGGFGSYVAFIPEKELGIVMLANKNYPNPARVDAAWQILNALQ
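20 mM phosphate pH 7.0 + 0.01% (detergent screen) or 0.0001% Triton X-100; 5.3 nM AmpC reagent; cpd preinc 15 min RT; nitrocefin (800 uM stock) to start; A480 q20 s × 4 min; Activity was normalised to no-enzyme and no-compound control wells.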
LmPK inhibitor: blocks Leishmania mexicana pyruvate kinase activity; purified LmPK, Kinase-Glo ATP luminescence, 1 h; Potency, µM (doses to about 57.5 µM), for inactives: at the top dose activity change, negative = inhibition, actives largely listed as inhibitors; hit rate 0.37% among 290,000; also: potency is read from the fitted curve at half-maximal effect
Target sequence (Q27686 whole entry, looked up): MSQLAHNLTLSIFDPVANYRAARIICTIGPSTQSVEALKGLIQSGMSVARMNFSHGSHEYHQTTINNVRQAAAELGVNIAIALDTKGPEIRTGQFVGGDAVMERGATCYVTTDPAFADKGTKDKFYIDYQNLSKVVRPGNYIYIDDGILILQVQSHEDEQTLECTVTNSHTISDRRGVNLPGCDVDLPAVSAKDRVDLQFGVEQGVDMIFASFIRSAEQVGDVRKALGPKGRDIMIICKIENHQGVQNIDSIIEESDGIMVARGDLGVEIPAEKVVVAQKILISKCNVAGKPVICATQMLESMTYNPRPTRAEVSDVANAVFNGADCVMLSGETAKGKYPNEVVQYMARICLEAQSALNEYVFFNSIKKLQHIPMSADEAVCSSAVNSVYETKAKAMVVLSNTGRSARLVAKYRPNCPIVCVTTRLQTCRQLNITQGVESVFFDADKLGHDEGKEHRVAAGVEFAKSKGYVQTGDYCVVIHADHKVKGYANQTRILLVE
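Pyruvate kinase activity monitored as ATP production (luciferase luminescence). Conditions: 0.1 nM enzyme, 0.5 mM PEP, 0.1 mM ADP, 1 h, RT; normalized against uninhibited and no-enzyme wells.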
AmpC inh detg: AmpC beta-lactamase inhibition with detergent present | P00811 | AID 485294 | hit rate 0.041% among 370,000 | AmpC hydrolysis of nitrocefin, absorbance 480 nm, 0.01% Triton | Potency, µM (series often up to 114 µM), inactives show at the top dose activity change, negative = inhibition, usual class: inhibitors;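 also: potency is read from the fitted curve at half-maximal effect; 0% = no-compound wells and -100% = no-enzyme wells; nearly all actives have a fitted effect of over 25% in size; some results filed as inactive show a strong effect at the top dose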
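AmpC (5.3 nM in the dispensed reagent) in 20 mM phosphate pH 7.0 with 0.01% (detergent screen) or 0.0001% Triton X-100 was preincubated with compounds for 15 min at room temperature. Nitrocefin was then added from an 800 uM solution, and hydrolysis was followed at 480 nm.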
AMA1-RON2 inh: disrupts binding of P. falciparum AMA1 to RON2; AlphaScreen AMA1-biotinylated RON2 peptide binding; Potency, µM (titrated, usually from 58.2 µM), without a hit: at the highest dose activity change, negative = inhibition, hits mostly inhibitors; hit rate 0.2% among 360,000; AID 720542;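 also: potency is read from the fitted curve at half-maximal effect; 0% = vehicle wells and -100% = peptide control; nearly all actives have a fitted effect of over 45% in size; some results filed as inactive show a strong effect at the top dose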
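AMA1 (3D7) with his tag at 25 nM final met compounds first, then biotinylated RON2 peptide at 25 nM; detection used donor plus acceptor beads, 10 µg/mL apiece, read by AlphaScreen after 30 min at room temperature.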
Sm TGR inh: inhibitors of Schistosoma mansoni thioredoxin glutathione reductase. Q962Y6. purified TGR, DTNB reduction, TNB absorbance 405 nm. Potency, µM (highest dose often 114 µM), without a hit: at the highest dose activity change, negative = inhibition, hits mostly inhibitors. hit rate 3% among 360,000; also: potency is read from the fitted curve at half-maximal effect; nearly all actives have a fitted effect of over 60% in size
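TGR 20 nM + NADPH 100 uM (dispensed conc.), cpd preinc 15 min RT; start with NADPH (500 uM addition) then DTNB (15 mM addition). Kinetic TNB absorbance, 405 nm filter. Four-parameter Hill fit across titration.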
* marks the source's active call; other numbers are inactive results; ? = inconclusive; · = no result given; [ ] = another dose, or the depositor's remark. Unless noted, calls follow the shape of the dose curve; as a rule, active = well fitted curve in the direction sought with a large enough effect; inconclusive = small, poorly fitted or top-dose-only effect, or another doubt; inactive = no such curve, though single readings can be large; an effect the other way counts as inactive or inconclusive. Unless noted, % is scaled to controls: 0 for no effect and ±100 for the full control effect.

Results follow in this order: TbPYK inhibitor | HCMV inh | AmpC inh no detg | LmPK inhibitor | AmpC inh detg | AMA1-RON2 inh | Sm TGR inh
1) O=C(/C=C/c1ccccc1)Nc1nc2n(n1)C(c1ccc(F)cc1)C=C(c1ccccc1)N2 (stereo not given)
 : -21% | -12 | · | · | 1% | · | -12%
2) Cc1cc(C)n(-c2ccc(C(=O)Nc3nnc(C)s3)cc2)n1
 : -5% | 19 | -5% | -1% | -6% | -6% | 0%
3) CCCn1c(N)c(N(CCOC)C(=O)/C=C/c2cccc(Cl)c2)c(=O)[nH]c1=O
 : 3% | -26 | 6% | -2% | 2% | -7% | 7%
4) CN(C)c1cccc(C(=O)N2CCC(c3ccncc3)CC2)c1
 : -3% | -31 | · | · | 0% | · | -1%
5) C[n+]1ccn(CC(=O)c2cc(C(C)(C)C)c(O)c(C(C)(C)C)c2)c1
 : -3% | -26 | 37% | -1% | -7% | -1% | -23%
6) O=C(NCCCN1CCCCC1)C1(S(=O)(=O)c2ccc(Cl)cc2)CC1
 : 1% | 4 | -39% | 2% | ? | -7% | 4%
7) COCCNC(=O)C[C@@H]1C[C@H]2c3cc(NC(=O)Nc4ccc(F)cc4)ccc3O[C@H]2[C@H](CO)O1
 : -3% | 8 | · | · | · | 9% | ·
8) CNS(=O)(=O)c1cc(NC(=O)c2cnc(SC)n2-c2ccccc2)ccc1C
 : 0% | -7 | -12% | 3% | -7% | -8% | 2%
9) c1ccc(-c2cc(-c3ccccc3)[nH]n2)cc1
 : 5% | 51 | -25% | 0% | ? | 4% | 6%
10) CCCc1cc(=O)[nH]c(SCC(=O)Nc2nc3ccc(OCC)cc3s2)n1
 : -2% | 87 | -31% | 10% | 1% | -2% | 52%[activator]
11) CC(=O)NC(c1ccccc1)c1nc(-c2cccc(C(F)(F)F)c2)cs1 (stereo not given)
 : -9% | 69 | · | · | · | 10% | ·
12) ClC1(Cl)CC1CSc1ncn[nH]1 (stereo not given)
 : -4% | 63 | -24% | 4% | 4% | 8% | 25%
13) COc1ccc(-c2noc(CCC(=O)N3CCN(c4cc(C)ccc4C)CC3)n2)cc1
 : 5% | 35 | 64%[activator] | 4% | -3% | -11% | -6%
14) COc1ccc(/C=C/C(=O)OCC(=O)c2c[nH]c3ccccc23)cc1
 : 3% | 9 | -30% | · | -14% | -2% | -8%
15) CCCCOC(=O)n1c(=O)oc2ccc(S(=O)(=O)N3CCCCC3)cc21
 : -6% | -29 | -38% | 3% | -7% | 8% | -15%

Retrieved one by one from above (2):
Results follow in this order: TbPYK inhibitor | HCMV inh | AmpC inh no detg | LmPK inhibitor | AmpC inh detg | AMA1-RON2 inh | Sm TGR inh
7) COCCNC(=O)C[C@@H]1C[C@H]2c3cc(NC(=O)Nc4ccc(F)cc4)ccc3O[C@H]2[C@H](CO)O1
 : -3% | 8 | · | · | · | 9% | ·
13) COc1ccc(-c2noc(CCC(=O)N3CCN(c4cc(C)ccc4C)CC3)n2)cc1
 : 5% | 35 | 64%[activator] | 4% | -3% | -11% | -6%

(next part)
Results follow in this order: TbPYK inhibitor | HCMV inh | AmpC inh no detg | LmPK inhibitor | AmpC inh detg | AMA1-RON2 inh | Sm TGR inh
16) O=C(NC(=S)Nc1cccc(NC(=O)c2ccccc2)c1)c1cccc([N+](=O)[O-])c1
 : -5% | 26 | -24% | 0% | -10% | 26% | -7%
17) O=C(NCc1ccccc1Cl)C(=O)NCC1CCCN1S(=O)(=O)c1cccs1 (stereo not given)
 : ? | 3 | 68%[activator] | · | ? | 10% | 2%
18) COc1ccc(N2CCN(c3ncnc4c3cnn4-c3ccc(C)cc3C)CC2)cc1
 : 2% | -36 | -9% | 2% | -9% | -5% | -2%
19) CCOc1ccc(CNC(=O)CCc2c(C)nn(-c3ccc(N4CCCCC4)nn3)c2C)cc1
 : -8% | 17 | · | · | 22% | · | -3%
20) COc1ccc(Cl)cc1NC(=O)NCCN1CCCCC1
 : 0% | -35 | -15% | 1% | ? | -2% | 11%
21) CCCc1nc2nc(C)c(NS(=O)(=O)c3ccc(C(C)(C)C)cc3)c(=O)n2[nH]1
 : -3% | 17 | -22% | 3% | -2% | 0% | -8%
22) COc1ccc(-c2cc(=O)c3c(OC)c(OC)c(OC)cc3o2)cc1
 : -3% | 7 | 51% | 3% | -4% | -6% | -5%
23) O=C(NC(=S)Nc1ccc2[nH]ncc2c1)c1ccccc1
 : -4% | 4 | -41% | -1% | 2% | 7% | -11%
24) Cc1ccc(C(NC(=O)N2CCOCC2)C(Cl)Cl)cc1F (stereo not given)
 : 1% | -14 | -6% | 2% | -6% | -4% | 1%
25) CCOC(=O)N1CCN(C(=O)CSc2nnc(-c3ccc(C(C)(C)C)cc3)o2)CC1
 : -3% | 26 | -4% | 3% | ? | 9% | -7%
26) Cc1c(Cl)cccc1N1C(=O)CC(NNC(=O)c2cccnc2)C1=O (stereo not given)
 : 1% | -2 | -30% | -2% | -2% | 23% | 3%
27) COC(=O)c1ccc(CSc2nc3sc(C(=O)O)c(C)c3c(=O)[nH]2)cc1
 : 9% | -25 | -29% | -2% | ? | -9% | 0%
28) Cc1ccc(S(=O)(=O)N2CCC(C(=O)Nc3ccccc3N3CCCCC3)CC2)cc1
 : 0% | -18 | -19% | -3% | 32µM* | -8% | -5%
29) CCCC/C=C/C(NC(=O)CCc1ccccc1)c1ccccc1 (stereo not given)
 : -1% | -26 | 3% | -2% | ? | 23% | -11%
30) COc1ccc(NC(=O)CCNC(=O)Cn2cnc3sc4c(c3c2=O)CCCC4)c(OC)c1
 : 9% | -7 | 97%[activator] | -9% | -7% | -3% | -12%

(continued)
Results follow in this order: TbPYK inhibitor | HCMV inh | AmpC inh no detg | LmPK inhibitor | AmpC inh detg | AMA1-RON2 inh | Sm TGR inh
31) COc1ccc(N2CCN(C(=O)CNC(=O)Cc3ccc(Cl)cc3)CC2)cc1
 : -5% | -3 | 42% | -3% | 9% | -2% | 0%
32) Cc1ccc(S(=O)(=O)Nc2ccccc2C(=O)Nc2ccc(S(=O)(=O)Nc3nccc(C)n3)cc2)cc1
 : 0% | 102 | ? | 1% | -15% | -1% | -20%
33) CC(=O)N1CCOCC1c1cc(C(=O)Nc2ccccc2)no1 (stereo not given)
 : -10% | ? | · | · | · | 9% | ·
34) O=C(COCc1ccccc1)N[C@@H]1c2ccccc2CC[C@H]1OCc1ccccc1
 : 3% | -6 | -16% | · | · | -18% | ·
35) S=C(NCc1ccc2c(c1)OCO2)NC1CC1
 : -2% | -32 | 0%[2.29 µM] | 6% | -7% | -9% | 5%
36) COc1ccc(C(=O)Nc2ccccc2-c2nnn(CC(N)=O)n2)cc1
 : 0% | -23 | · | · | · | -6% | ·
37) O=C(CN1C(=O)C2C3C=CC(C3)C2C1=O)NCCc1ccccc1 (stereo not given)
 : ? | 95 | 8% | 2% | -4% | 0% | 2%
38) Cc1ccc(C(=O)n2nc(-c3ccco3)nc2NCc2cccs2)cc1
 : 0% | 6 | · | · | 11% | · | -6%
39) CN(C)S(=O)(=O)c1cccc(NC(=O)CNc2cccc(S(=O)(=O)N3CCCCC3)c2)c1
 : 2% | -81* | · | · | · | -9% | ·
40) CC1(C)CC(=O)C2=C(C1)Nc1ccccc1NC2c1ccccc1F (stereo not given)
 : 2% | 108 | -10% | -4% | -8% | 0% | -5%
41) COc1ccccc1OCC(=O)N1CCN(C(=O)c2ccco2)CC1
 : -28% | -4 | 8% | -5% | -2% | 0% | -13%
42) COC(=O)c1ccc2cc(F)cc(C)c2n1
 : 0% | -12 | · | · | · | 6% | ·
43) CC(C)(C)c1nc2scc(-c3cccs3)c2c(=O)o1
 : -2% | -4 | -35% | 3% | -7% | 8% | 4%
44) Cc1ccc(C(=O)N/C(=C\c2ccccc2F)c2nc(=S)[nH][nH]2)cc1
 : -6% | 37 | 25µM* | -1% | -2% | 50%[activator] | -10%
45) Nc1ccc(N=Nc2ccccc2)c2cccnc12
 : -11% | 389 | 7% | 1% | -4% | 20µM* | ?

Whole records as entered above. Values in the order: TbPYK inhibitor	HCMV inh	AmpC inh no detg	LmPK inhibitor	AmpC inh detg	AMA1-RON2 inh	Sm TGR inh
Listed for `S=C(NCc1ccc2c(c1)OCO2)NC1CC1` → -2%	-32	0%[2.29 µM]	6%	-7%	-9%	5%
Listed for `Cc1ccc(C(=O)n2nc(-c3ccco3)nc2NCc2cccs2)cc1` → 0%	6	·	·	11%	·	-6%
Listed for `CC1(C)CC(=O)C2=C(C1)Nc1ccccc1NC2c1ccccc1F` (stereo not given) → 2%	108	-10%	-4%	-8%	0%	-5%

The list goes on:
Results follow in this order: TbPYK inhibitor | HCMV inh | AmpC inh no detg | LmPK inhibitor | AmpC inh detg | AMA1-RON2 inh | Sm TGR inh
46) COc1cccc(CNC(=O)CCC(=O)N2CC3CCCN3c3ccccc32)c1 (stereo not given)
 : 2% | -6 | · | · | -2% | · | -1%
47) Cc1ccccc1C(=O)NNC1=NCCC1
 : -3% | -10 | -18% | 3% | ? | 10% | 12%
48) Nc1c(NCCC2=CCCCC2)c(=O)[nH]c(=O)n1Cc1ccccc1
 : -2% | 40 | -18% | 6% | -11% | -9% | -20%
49) CC(=O)Cc1nnn(-c2cc(C)on2)n1
 : · | · | -10% | -2% | -2% | · | 13%
50) C[C@H]1CN([C@@H](C)CO)S(=O)(=O)c2ccc(-c3ccc(C#N)cc3)cc2O[C@H]1CN(C)C(=O)CN(C)C
 : -6% | -11 | · | · | · | 0% | ·
51) O=C(CC1CCCC1)NNC(=O)c1ccccc1O
 : 2% | 89 | · | · | · | 15% | ·
52) CN(C)/C(=N\S(=O)(=O)c1ccc(Cl)cc1)c1ccc(F)cc1
 : 5% | 23 | -8% | -4% | ? | -2% | -1%
53) CCCSc1nc2sc3c(c2c(=O)n1-c1ccc(C)c(Cl)c1)CCN(C(C)=O)C3
 : 0% | 1 | · | · | 10% | · | -1%
54) COc1ncnc2c1ncn2CCCN1CCN(c2ncccn2)CC1
 : 2% | -17 | · | · | · | 13% | ·
55) Cc1cccc(Nc2cc(=O)[nH]c(=O)[nH]2)c1C
 : 6% | 7 | -7% | 1% | -10% | -3% | -4%
56) C[C@@H](NC(=O)[C@@H]1Cc2ccccc2CN1)C(=O)NCc1ccco1
 : -2% | -23 | 2% | 7% | 1% | 15% | ?
57) C=CCOn1c(=O)c(-c2cc3ccccc3o2)[n+]([O-])c2ccccc21
 : -17% | 162 | -12% | 0% | 2% | 18% | 2%
58) O=C(COC(=O)c1ccc(S(=O)(=O)N2CCOCC2)cc1)NCc1ccco1
 : -7% | -12 | · | · | · | 6% | ·
